Screening data: PubChem BioAssay, several laboratories
CendR NRP1 mod: modulators of CendR peptide binding to NRP-1, primary screen, biochemical, fluorescence polarization, uHTS; Neuropilin-1 (Homo sapiens), O14786; inhibition, % at 25 µM; actives 0.85% (n = 360,000); FAM-RPARPAR peptide binding to NRP-1;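 active = inhibition or corrected inhibition above about 18%, plus a signal ratio from 0.5 to 1.5, limit read from the data, passing the limit was not always enough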; note: strong numbers were not always called active
Tb MetRS inh: T. brucei MetRS inhibitors, primary screen, biochemical, luminescence; actives 0.4% (n = 360,000); purified T. brucei MetRS, ATP depletion, Kinase-Glo luminescence; methionyl-tRNA synthetase (Trypanosoma brucei brucei); AID 624268, 2012; inhibition, % at 11.9 µM;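 active = inhibition above a per-plate cutoff of the control wells' mean inhibition plus 3 SD, cut at about 5.5% in these data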;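 note: 0% = DMSO wells median and 100% = median of wells with control inhibitor compound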
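Measured by: Kinase-Glo luciferase luminescence reporting remaining unconsumed ATP. Material: purified T. brucei MetRS enzyme. Doses: 11.9 µM compound single dose, 0.9% DMSO. Medium: HEPES buffer containing pyrophosphatase, BSA, spermine, DTT. Times: 15 min preincubation, 2 h reaction, all 25 °C. Reagent: methionine, ATP and bulk E. coli tRNA.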
MsrA act: bovine MsrA enzyme activators, primary screen, biochemical, absorbance, HTS. purified bovine MsrA, absorbance read-out. AID 602163, 2012. Methionine sulfoxide reductase A (Bos taurus). actives 0.3% (n = 360,000). activation, % at 10.6 µM; in the data active = activation above about 7.5%;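 note: 0% = vehicle and 100% = reference activator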
MsrA inhibitor: bovine MsrA enzyme inhibitors, primary screen, biochemical, absorbance, HTS; purified bovine MsrA, absorbance read-out; AID 651718, 2012; actives 0.75% (n = 360,000); inhibition, % at 15.5 µM; Methionine sulfoxide reductase A (Bos taurus); in the data active = inhibition above about 4.5%;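 note: 0% = vehicle wells with enzyme and 100% = reference inhibitor wells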
FAS-TE inh: FAS thioesterase domain inhibitors, primary screen, biochemical, fluorescence intensity, uHTS. AID 602261, 2012. actives 0.67% (n = 360,000). recombinant FAS-TE, OMFH fluorogenic substrate, fluorescence endpoint. inhibition, % at 15 µM;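 active = compounds whose normalised, plate-corrected inhibition of enzyme fluorescence in the single-dose primary screen is 50% or more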;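 note: 0% = DMSO with enzyme and 100% = substrate without enzyme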
MT1-MMP act inh: blockers of MT1-MMP proenzyme processing, primary screen, HT1080 RFP-PRO-GFP cells, GFP/RFP fluorescence; Matrix metalloproteinase-14 (Homo sapiens), P50281; GFP/RFP ratio fluorescence, overnight; percent of plate control window, DMSO zero; GFP/RFP ratio change, % at 20 µM; actives 0.061% (n = 360,000);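 active = GFP/RFP ratio change of at least 30% with cell ATP level not reduced by more than half and red fluorescence within 50% of control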; note: strong numbers were not always called active
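Read-out: GFP/RFP fluorescence ratio; Test system: RFP-PRO-GFP reporter HT1080 cells; Compound dosing: single-point 20 µM compound, 1% DMSO; Times: overnight compound exposure at 37 °C.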
SKN-1 block: suppressors of acrylamide-induced Pgst-4::GFP reporter in worms, primary screen, SKN-1 inhibitor project, whole organism, uHTS, GFP/RFP fluorescence ratio, strain VP596; AID 624304, 2012; inhibition, % at 21.8 µM; actives 0.49% (n = 360,000); C. elegans VP596 Pgst-4::GFP/RFP ratio, 24 h;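 active = interference check ratio from 0.5 to 1.5 plus GFP to RFP signal ratio inhibition reaching or exceeding a fixed threshold, cut at about 30% in these data, passing the limit was not always enough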; note: some compounds called inactive have numbers as strong as hits
E coli Lon inh: inhibitors of E. coli Lon protease, primary screen, biochemical, fluorescence polarization | purified E. coli Lon protease | AID 602123, 2011 | inhibition, % at 7.94 µM | P0A9M0 | actives 0.42% (n = 360,000); in the data active = inhibition above about 13%, passing the limit was not always enough;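 note: 0% = enzyme with probe and DMSO and 100% = no enzyme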
Target sequence (P0A9M0 whole entry, looked up): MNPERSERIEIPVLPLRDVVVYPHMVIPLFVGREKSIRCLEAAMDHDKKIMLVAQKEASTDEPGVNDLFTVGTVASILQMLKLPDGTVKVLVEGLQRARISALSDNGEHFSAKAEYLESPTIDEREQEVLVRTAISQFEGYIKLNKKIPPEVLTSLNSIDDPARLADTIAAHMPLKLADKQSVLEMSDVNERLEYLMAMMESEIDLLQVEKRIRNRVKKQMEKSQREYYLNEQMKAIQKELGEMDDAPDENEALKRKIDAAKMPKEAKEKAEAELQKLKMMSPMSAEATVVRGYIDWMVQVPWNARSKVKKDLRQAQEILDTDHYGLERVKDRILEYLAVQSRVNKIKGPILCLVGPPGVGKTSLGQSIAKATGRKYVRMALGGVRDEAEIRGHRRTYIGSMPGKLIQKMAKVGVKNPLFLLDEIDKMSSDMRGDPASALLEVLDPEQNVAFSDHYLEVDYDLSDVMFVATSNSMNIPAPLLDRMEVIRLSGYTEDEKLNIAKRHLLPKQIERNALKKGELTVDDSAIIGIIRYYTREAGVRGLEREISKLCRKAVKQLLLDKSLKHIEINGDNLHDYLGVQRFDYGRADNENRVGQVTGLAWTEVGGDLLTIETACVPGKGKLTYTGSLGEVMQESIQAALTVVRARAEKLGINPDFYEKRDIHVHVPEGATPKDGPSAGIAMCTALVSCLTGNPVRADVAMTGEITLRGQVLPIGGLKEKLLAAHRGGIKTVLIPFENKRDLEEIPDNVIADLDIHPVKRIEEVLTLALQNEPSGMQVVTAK
MLLE-PAM2 inh: inhibitors of PABP1 MLLE–PAM2 peptide binding, primary screen, biochemical, fluorescence polarization, FITC-PAM2, GST-MLLE. Polyadenylate-binding protein 1 (Homo sapiens), P11940. inhibition, % at 20 µM. actives 0.36% (n = 360,000); in the data active = inhibition above about 35%, passing the limit was not always enough;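 note: plate controls were DMSO wells with GST-MLLE for no effect and wells lacking GST-MLLE protein for full effect; some results filed as inactive read as strong as hits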
* = called active by the depositor; · = no result given. Compounds as they come; overall some 4% were active at least once.

SMILES	CendR NRP1 mod	Tb MetRS inh	MsrA act	MsrA inhibitor	FAS-TE inh	MT1-MMP act inh	SKN-1 block	E coli Lon inh	MLLE-PAM2 inh
O=C(CN1C(=O)NC2(CCCC2)C1=O)Nc1cccc(C(F)(F)F)c1	-3	1.7	-2	-1.0	-2	3	26	-5	-3
Cc1cccnc1NC(=O)c1ccco1	22*	-0.3	-5	-0.4	-2	-1	-2	-9	16
NC(=O)CC(NC(=O)Cc1cccc2ccccc12)c1ccc(NC2CC3CCC2C3)c([N+](=O)[O-])c1 (centres undefined)	-24	-0.3	-14	-0.1	-2	3	-5	-50	-30
COc1cccc(CN2CCN(Cc3ccccc3C(F)(F)F)CC2)c1	-18	0.3	-7	-0.3	12	0	-6	1	25
FC(F)(F)c1cccc(-c2cc3ccccc3nc2N2CCCC2)c1	2	-0.1	-1	0.2	18	3	14	-4	-9
CS(=O)(=O)c1cccc(C(=O)Nc2ccccc2Cc2ccccc2)c1	2	0.5	-2	-1.3	-1	3	6	-2	-3
O=C(COC(=O)c1ccc(Br)o1)Nc1ccc(S(=O)(=O)N2CCCC2)cc1	1	-0.5	-4	-0.2	4	0	40*	-3	-4
S=C(Nc1ccccc1)Nc1ccc2cn[nH]c2c1	3	0.7	-2	1.8	-34	-10	18	-13	31
COc1cc(C(=O)O/N=C(\N)c2ccncc2)cc(OC)c1OC	13	-1.5	-11	0.8	-8	22	-10	1	-8
CCCCN(C)CCNC(=O)c1cc2c(-c3cccc(OC)c3)nn(C)c2s1	8	-1.2	0	1.1	0	-7	-4	0	-12
CCc1ccc(N(CC(=O)NCc2ccc3c(c2)OCO3)C(=O)c2csnn2)cc1	-10	0.8	0	-0.2	6	-2	22	-1	2
CC(=O)Nc1ccc(NC(=O)C2CC(=O)N(c3ccccc3Cl)C2)cc1 (centres undefined)	-7	-0.3	-4	-0.7	0	4	-6	4	-1
CCCn1c(N)c(C(=O)CSc2nc(C)cs2)c(=O)n(C)c1=O	7	-0.8	-5	-1.2	-7	4	1	2	1
COc1ccc(NC2=NCC(Cc3ccc(Br)cc3)S2)cc1 (centres undefined)	-5	-0.6	-9	-2.0	-163	-44	18	6	-1
O=C(NCc1ccccn1)C1CCN(S(=O)(=O)c2ccccc2)CC1	11	-0.5	1	-0.1	-4	5	12	3	-7
O=C(c1ccc(F)cc1)c1cccc(C(=O)c2ccc(F)cc2)n1	1	-0.3	-1	-1.1	5	-3	-11	-15	-1
CN(CC(=O)Nc1ccc(Cl)cc1)CC(=O)Nc1sc2c(c1C(N)=O)CCC2	-10	-0.1	-2	1.3	20	-1	3	-21	-5
CCOc1ccc(-n2cc(-c3ccccc3)c3c(=S)nc[nH]c32)cc1	5	0.4	-4	2.6	26	9	-5	-7	39*
COc1ccc(CNCc2cccc(Cl)c2)cc1	18	-0.5	-4	-0.4	-5	-4	1	4	3
Cc1ncc2c(c1OC(=O)c1ccccc1)COC(C)(C)OC2	-2	-0.3	0	-0.2	-4	2	32	-3	-6
O=c1c2ccccc2nc2n1CCc1c-2[nH]c2ccccc12	-1	0.1	-4	1.1	0	-2	2	-5	-6
Cc1c(C(=O)O)oc2ccc(S(=O)(=O)NCc3ccc(F)cc3)cc12	-14	-0.7	-1	1.4	-2	-1	-12	-13	3
COc1ccc(CN2CCN(CC3CC3)CC2CCO)cc1C (centres undefined)	-6	-0.5	0	-0.3	-5	-2	1	-13	3
O=C(Nc1cccnc1)Nc1cccc(F)c1	-4	4.1	-1	-1.0	-4	6	-8	5	1
COc1cc(-c2cc(=O)c3c(O)cc(O)cc3o2)cc(OC)c1OC	-9	0.0	2	0.6	10	5	-5	7	-1
Next part:
SMILES	CendR NRP1 mod	Tb MetRS inh	MsrA act	MsrA inhibitor	FAS-TE inh	MT1-MMP act inh	SKN-1 block	E coli Lon inh	MLLE-PAM2 inh
Cc1cccc(-n2c(O)c(C=Nc3ccccc3)c3ccccc3c2=O)n1	4	-0.1	-4	0.6	6	1	0	-4	0
COc1cc(C(=O)N2Cc3cc4ccccc4nc3C2C)cc(OC)c1OC (centres undefined)	2	0.1	0	-1.8	-7	2	2	-10	11
CCOc1ccc(NC(=O)Nc2ccc(Cc3ccncc3)cc2)cc1	6	-0.1	-2	-1.2	-2	-12	6	-1	7
COCc1ccc(C(=O)N2CCCC(N(C)CCc3ccccc3)C2)s1 (centres undefined)	10	0.1	-1	-0.1	-1	-2	-7	-19	-13
CC(C)NC(=O)c1cccc(C(F)(F)F)c1	-5	0.0	-2	0.0	-9	2	-4	-5	-9
Cn1c(NCC2CCCO2)nc2c1c(=O)n(Cc1ccccc1)c(=O)n2C (centres undefined)	9	0.2	-2	-1.0	-3	3	1	-1	-4
COc1ccc(CN2C(=O)C(CC(=O)NCCc3ccccn3)CC(C(=O)N3CCCCCC3)=C2C)cc1 (centres undefined)	-12	-0.3	-3	-1.2	0	7	-13	-2	·
COc1cc([C@@H]2CC=C(C(=O)O)[C@H](c3ccccc3F)N2S(=O)(=O)c2ccc(C)cc2)cc(OC)c1OC	1	-0.1	-2	1.2	-9	-2	-4	0	-2
CC(=O)c1ccc(OCCCC(=O)Nc2ccc(C)c(S(=O)(=O)N3CCOCC3)c2)cc1	14	-0.5	-3	-1.6	-1	2	7	2	13
Cn1c(N2CCCCC2)nc2c1c(=O)[nH]c(=O)n2C	-2	-0.9	-8	0.0	-7	5	-8	2	3
COC(=O)CCC(=O)NC1CC(C)(C)Cc2c1cnn2-c1ccc(F)cc1 (centres undefined)	7	-0.5	-2	-1.2	-3	-2	12	-3	2
Cc1ccc(-n2c(SCC(=O)OC(C)C)nnc2-c2ccccn2)cc1	6	0.8	-10	-0.2	-8	-9	-16	-7	-4
Clc1ccc(-c2nc3ccc(Cl)cn3c2Cc2ccccc2)cc1	-9	-0.6	1	0.4	23	-11	2	3	13
C=CCn1c(-c2cccs2)nc2ccccc21	4	-0.3	-3	2.4	0	-2	3	-8	-7
CCOC1=C2[C@@H](CN(S(=O)(=O)c3ccc(C)cc3)[C@H]2c2ccccc2Cl)[C@H]2C(=O)N(C)C(=O)[C@H]2C1	8	-0.4	-2	-0.4	8	-3	-5	7	6
CSc1nc2ccc(S(=O)(=O)N3CCc4ccccc43)cc2s1	-25	-0.7	-4	·	32	-6	13	7	-4
COC(=O)c1c(C)[nH]c(C(=O)CSc2nnnn2-c2ccccc2)c1C	8	0.1	-1	-0.1	-3	1	3	-6	-14
COc1ccc(C2C(C(=O)OC(C)C)=C(C)N=c3s/c(=C\c4cccs4)c(=O)n32)cc1 (centres undefined)	-10	-1.0	-7	1.3	15	-2	43*	-5	-59
CCOCCCNC(=O)CCSc1ccc(C)cc1	-17	0.0	2	1.3	-10	-1	9	-4	-3
COc1ccccc1CNC(=O)CCNS(=O)(=O)c1cccc2nonc12	18	0.0	-1	0.3	-2	1	13	-14	-1
CN(C)CC(C)(C)CNCc1cc(=O)oc2ccc3ccccc3c12	4	-0.3	-2	-0.4	-6	3	15	1	12
Cc1ccc(C(=O)COC(=O)CN2C(=O)C3CC=CCC3C2=O)cc1C (centres undefined)	8	0.3	0	0.0	-1	2	-1	-2	6
Cc1cc(C)n(S(=O)(=O)c2ccc(Cl)cc2)n1	-8	-0.2	-3	0.1	-2	-5	-4	-4	-5
OCC1=C[C@@H](O)[C@@H]2C=CO[C@@H](O[C@@H]3O[C@H](CO)[C@@H](O)[C@H](O)[C@H]3O)[C@H]12	-17	-2.3	-11	-0.8	-3	1	3	-13	18
O=C1NC2(CCCCCC2)C(=O)N1Cc1c(F)cccc1Cl	13	-0.2	-2	-1.8	-3	-2	2	5	18
CN(C)S(=O)(=O)c1ccc(N2CCCC2)c(C(=O)OCC(=O)N2CCN(c3ccccc3)CC2)c1	3	-0.5	-8	-0.4	20	-4	-12	-10	-10
C/C(Cn1nnc([N+](=O)[O-])n1)=N\NC(=O)c1ccc(C)cc1	4	0.2	3	1.2	-7	6	19	1	14
Clc1ccc(NCn2cncn2)nc1	-1	-1.6	-8	-0.2	-4	-5	-5	-4	1
COC(=O)c1ccc(N2CCCCC2)c(NS(=O)(=O)c2ccc(C)cc2)c1	-3	-1.3	-5	0.7	29	-13	1	-3	0
CCCC(=O)O/N=C(\c1ccccc1)c1ccncc1	-14	-0.5	0	0.7	0	1	-1	0	5
